Dicer inh = inhibitors of human Dicer processing of pre-microRNA. Q9UPY3. cat-ELCCA pre-miR-21 Dicer processing, chemiluminescence; active compounds read high. z-score at 25 µM. actives 6% (n = 47,000). AID 1347074; in the data active = z-score above about 3, passing the limit was not always enough;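 note: plate controls were vehicle for no effect and no enzyme for full effect; higher signal means more uncleaved substrate so more Dicer inhibition; strong numbers were not always called active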
Numbers without * were called inactive. These rows are one share of the data. The share of hits here may be higher or lower than overall.

SMILES	Dicer inh
O=C(NCCc1ccccc1)Oc1ccc(Cl)cc1	0.44
CCOC(=O)NC(=O)c1cn(Cc2ccco2)c(=O)n(Cc2ccccc2)c1=O	-1.2
COc1c(Br)csc1C(=O)Nc1cccc(C(F)(F)F)c1	0.56
c1ccc(-c2nnc(N3CCN(c4ccccc4)CC3)nc2-c2ccccc2)cc1	-1.1
COC(=O)C(=C(C)C)c1ccc(N(C)C)cc1	1
C#CCN1C(=O)C(O)(c2c(C)[nH]c3ccccc23)c2ccccc21 (configuration not stated)	0.29
Cc1cc(C(=O)NCCCN=C2NS(=O)(=O)c3ccccc32)c2ccccc2n1	-1.7
CCOc1cc(C2C(C(=O)OC3CCCC3)=C(C)NC3=C2C(=O)CC(c2cccs2)C3)ccc1O (configuration not stated)	2.3
CCC/C(C)=N/Nc1nc2c(c(=O)n(Cc3ccccc3Cl)c(=O)n2C)n1C	1.9
O=C1Nc2ccccc2C1(O)c1ccccc1 (configuration not stated)	1.4
C=C(C)CC1C(=O)N(S(=O)(=O)c2ccccc2Cl)N=C1C (configuration not stated)	1.3
CCCn1c(=O)c(/C(N)=N/O)nn(-c2cccc(C(F)(F)F)c2)c1=O	-0.85
NC(=S)N/N=C/c1cn(-c2ccccc2)nc1-c1ccc(Cl)cc1	-1.1
Cc1ccc(C2CC(=O)c3cnn(-c4nc(C)cc(C)n4)c3C2)cc1 (configuration not stated)	2.4
CN(C)CCCNc1oc(-c2ccc(Cl)cc2)nc1C#N	-1.4
COC(=O)c1cc(COc2ccc3c(oc(=O)c4cc(OC)ccc43)c2C)c(C)o1	-3
COc1cc(/C=C2/N=C(c3ccccc3)NC2=O)cc(OC)c1OC	-0.05
Cc1ccc(OCC2NCCS2)c([N+](=O)[O-])c1 (configuration not stated)	0.36
O=c1onc(-c2c(F)cccc2F)n1-c1ccccc1Cl	0.38
c1ccc2c(c1)N=C(NNC1=Nc3ccccc3SC1)CS2	3.8*
COc1ccc(/C=C2/SC3(SC(C(C)=O)=NN3c3ccccc3)N(c3ccccc3)C2=O)cc1 (configuration not stated)	-0.5
Clc1ccc(CSc2nnc3c(n2)OC=Nc2ccccc2-3)cc1	2.2
Cc1ccc(CSc2nnc(-c3ccc(C(F)(F)F)cn3)s2)cc1	-0.29
O=C(CSc1cc(C(F)(F)F)cc(C(F)(F)F)c1)Nc1ccccc1F	0.08
Cc1cccc(OCC(O)Cn2c[n+](C)c3ccccc32)c1 (configuration not stated)	-1.1
N#CCCSc1ccccc1NC(=O)/C=C/C(=O)O	-0.23
Cc1nnc2c(N3CCOCC3)nc3ccccc3n12	-0.14
CCOC(=O)CSc1ccc(S(N)(=O)=O)cc1[N+](=O)[O-]	-0.14
c1ccc(CN2CCC3(CC2)Nc2ccccc2S3)cc1	-1.8
O=c1[nH]nc(Sc2ccc(C(F)(F)F)cn2)n1C1CCCCC1	0.29
O=C1/C(=C/c2ccccc2Cl)CS/C1=C/c1ccccc1Cl	0.11
C(=N/Nc1nc2ccccc2nc1/C=C/c1cccs1)/c1ccccc1	-1.9
O=[N+]([O-])c1ccc(N2CCSCC2)cc1Oc1nc2c(Cl)cc(Cl)cc2s1	-5.9
COc1ccc(C2Nc3ccc(C)cc3-c3cc(C)nn32)cc1O (configuration not stated)	1.7
Cc1ccc(S(=O)(=O)NC(=O)NCC2CCN(S(=O)(=O)c3ccccc3)CC2)cc1	0.4
Cc1cc(C)nc(NS(=O)(=O)c2ccc(NC(=O)CCC(=O)O)cc2)n1	-1
ONC(=Nc1ccccc1Cl)c1ccccc1Cl	1.8
CC(=O)N(/N=C/c1ccc(F)cc1)C1=NN(C(C)=O)C(c2ccc(F)cc2)S1 (configuration not stated)	-0.99
CCn1c(SCc2nc(-c3ccc(Cl)cc3)no2)nnc1-c1ccco1	-0.15
COc1ccc(C2CC(c3cccc(Cl)c3)n3nc(N)nc3N2)cc1 (configuration not stated)	-0.81
N#Cc1cccnc1N1CCC(C(N)=O)CC1	33
O=C(CSc1ncccc1C(=O)O)c1cc2ccccc2o1	-0.46
O=C(Cn1nc(C(F)F)cc1C1CC1)N1CCCC1	3.1*
CC1=C(C(=O)OC(C)C)C(c2cccc(O)c2)C2=C(CCCC2=O)N1 (configuration not stated)	-0.49
CN(C(=O)c1cc2c(n(-c3ccccc3)c1=O)CCCC2=O)c1ccc(O)cc1	-0.88
CC(=O)C1=CN(c2ccccc2)C=C(C(C)=O)C1c1ccccc1	-0.32
Cc1cc(C(F)(F)F)cc(S(=O)(=O)CCOC(=O)c2cccc(Cl)c2)n1	-0.32
Cc1ccccc1N1OC2C(=O)N(c3ccc(F)cc3)C(=O)C2C1c1ccccn1 (configuration not stated)	0.57
Cn1ccnc1SCC(=O)Nc1cccc2nsnc12	-4.7
COc1cc2ncnc(NCCCn3ccnc3)c2cc1OC	1.9
Nc1c(-c2ccccc2)cnc2c(-c3ccccc3)c(COc3ccccc3)nn12	1.1
Cc1ccc(-c2nc(N)sc2C)cc1Cl	-1.9
Nc1ccccc1SCc1nc(/C=C/c2cc(C(F)(F)F)cc(C(F)(F)F)c2)no1	-0.82
CC(=O)Nc1cccc(-n2nnc(SCC(=O)c3ccc4c(c3)OCCO4)n2)c1	-2.1
O=C1C2SCCN2C(=S)N1c1ccc(Cl)cc1 (configuration not stated)	0.69
Cc1cc(C)c2c(C)nn(-c3ccc(Br)cc3)c2n1	-0.29
COc1cc(S(=O)(=O)n2ccnc2C)c(OC)cc1Cl	-0.41
CCC(=O)Nc1sc2c(c1C(=O)Nc1ccccc1Cl)CCC2	4.2*
O=C(c1cccnc1)N1N=C(c2cccs2)CC1c1ccc(F)cc1 (configuration not stated)	1.8
COc1cccc(/C=N/NC(=S)NCCc2ccccc2)c1OC	-1.4

Another view of part of the listing above.
canonical_smiles | Dicer inh
N#CCCSc1ccccc1NC(=O)/C=C/C(=O)O | -0.23
Cc1nnc2c(N3CCOCC3)nc3ccccc3n12 | -0.14
CCOC(=O)CSc1ccc(S(N)(=O)=O)cc1[N+](=O)[O-] | -0.14
c1ccc(CN2CCC3(CC2)Nc2ccccc2S3)cc1 | -1.8
O=c1[nH]nc(Sc2ccc(C(F)(F)F)cn2)n1C1CCCCC1 | 0.29
O=C1/C(=C/c2ccccc2Cl)CS/C1=C/c1ccccc1Cl | 0.11
C(=N/Nc1nc2ccccc2nc1/C=C/c1cccs1)/c1ccccc1 | -1.9

Further results.
SMILES	Dicer inh
CCOC(=O)c1c(Cl)c(C(C)(C)C)nc(Sc2ccc(C)cc2)c1C#N	-1.2
CCOC(=O)Oc1ccc2c(c1)C(C)=CC(C)(C)N2	0.43
Cc1ccnc(NC(c2ccc(C)s2)c2ccc3cccnc3c2O)c1 (configuration not stated)	0.85
NS(=O)(=O)c1ccc(N(S(=O)(=O)c2ccccc2)S(=O)(=O)c2ccccc2)cc1	-0.46
CCOc1cc(O)c(-c2n[nH]c(C)c2Oc2ccccc2)cc1CC	2.4
Cc1cc(NC(=O)Nc2nc(-c3ccc(C)c(Cl)c3)c(C)s2)c(C(F)(F)F)o1	-0.81
Cc1nnsc1-c1nnc(-c2cccc3ccccc23)o1	0.49
NC(=S)Cc1cc(C(F)(F)F)cc(C(F)(F)F)c1	-0.22
CC(C)c1ccc(Nc2s[nH]c(=O)c2C#N)cc1	3
NNC(=O)CSC1CS(=O)(=O)c2cc([N+](=O)[O-])ccc21 (configuration not stated)	0.46
COc1ccc(N2C(=O)CC(Cc3ccc(Br)cc3)C2=O)cc1 (configuration not stated)	0.15
Cc1nc2c(cnn2-c2ccccc2)c(=O)o1	-1.4
CCOc1cc(C2C(C(=O)OC)=C(C)Nc3nnnn32)ccc1OCc1ccccc1 (configuration not stated)	-0.01
COc1ccc(Br)cc1C1NC(=O)c2ccccc2N1 (configuration not stated)	1.7
COC(=O)C1=C(C(=O)OC)SC(=C2C(=S)C(C)(C)N(C(C)=O)c3ccc(OC)cc32)S1	-0.14
Cc1cccnc1N1C(=O)C2C3c4ccccc4C(c4ccccc43)C2C1=O (configuration not stated)	0.69
COc1cc(Cn2c(=O)oc3ccc(C)cc32)ccc1OC(C)C	2.5
CCCOc1ccccc1C1C(C(=O)OCCOCC)=C(C)NC2=C1C(=O)CC(C)(C)C2 (configuration not stated)	-0.54
CC1(C)Cc2c(c(N3CCOCC3)nc3sc4c(N5CCCC5)ncnc4c23)CO1	-0.76
Nc1ccc(-c2ccc(N)c([N+](=O)[O-])c2)cc1[N+](=O)[O-]	2.1
CN(C)c1ccc2c3c(cccc13)C(=O)N(c1nc3ccccc3[nH]1)C2=O	-0.45
O=C(c1ccc2ccccc2n1)N1CCc2ccccc2C1	-0.29
c1ccc2c(c1)CC(N1CCN(c3cccc4c3OCCO4)CC1)C2	-0.66
CC1=CC(=O)CC(C)(C)C1(O)/C=C/C(C)=C/C(=O)O (configuration not stated)	0.4
Cc1ccc2nc(-c3ccc(C)c(N)c3)oc2c1	1.5
CSc1nc(C=Nc2ccccc2)c(O)n1Cc1ccccc1Cl	5.1*
O=[N+]([O-])c1ccc(OCc2ccccc2)cc1/C=C\N1CCCC1	3*
CC(C)(C)NCC(O)Cn1c2ccccc2c2ccccc21 (configuration not stated)	0.67
O=C1CCC(=O)N1CNc1ccccn1	3.4*
Cc1cc(Cl)ccc1NC(=S)NN	3.4*
O=C(O)CCC(=O)NCC(=O)c1ccc(OC(F)F)cc1	-0.5
CN(C)CCNc1cc(-c2ccccc2)nc2ccccc12	0.23
CSc1nc(N)nc(N2CCCCC2)n1	-0.03
O=C(c1ccccc1)c1cc2c(ccc3ccccc32)oc1=O	1.8
COc1ccc(C2NC(=O)N(C)C(C)=C2C(=O)Nc2ccccc2)cc1 (configuration not stated)	3.6
CC(C)(C)NC(=S)NNC(=O)c1ccccc1	1.9
CCOC(=O)c1cnc(NC(=O)CSc2nnc3sc4ccccc4n23)s1	4.3*
CCCC1CCc2c(sc(NC(=O)CCCC(=O)O)c2C(N)=O)C1 (configuration not stated)	0.31
N#Cc1ccc(C#CCOC(=O)Nc2ccccc2)cc1	-8
CCc1ccc(Oc2ccc(C(F)(F)F)cc2[N+](=O)[O-])cc1C	-0.38
COC(=O)/C(=C/N(C)C)Sc1cc(C)c(Cl)cc1Cl	-0.75
O=C(O)CCC(=O)N1N=C(c2ccccc2)CC1c1ccc2nccnc2c1 (configuration not stated)	0.12
COC(=O)C1=C(C)NC2=C(C(=O)CC(C)(C)C2)C1c1ccc(OC)c(O)c1 (configuration not stated)	2.3
Cn1nnnc1Sc1c(-c2ccccc2)c2ccc(Cl)cc2[nH]c1=O	-0.91
COc1cc(CCC(C)NC(=O)c2ccc(Cl)cc2)ccc1OC(=O)c1ccc(Cl)cc1 (configuration not stated)	-0.99

Six structures already listed, ordered by number of heavy atoms, smallest number first:
SMILES	Dicer inh
CSc1nc(N)nc(N2CCCCC2)n1	-0.03
COC(=O)/C(=C/N(C)C)Sc1cc(C)c(Cl)cc1Cl	-0.75
CN(C)CCNc1cc(-c2ccccc2)nc2ccccc12	0.23
CCc1ccc(Oc2ccc(C(F)(F)F)cc2[N+](=O)[O-])cc1C	-0.38
Cn1nnnc1Sc1c(-c2ccccc2)c2ccc(Cl)cc2[nH]c1=O	-0.91
O=C(O)CCC(=O)N1N=C(c2ccccc2)CC1c1ccc2nccnc2c1 (configuration not stated)	0.12

The results go on:
SMILES	Dicer inh
CSc1sc(-c2ccnc(SCCS(C)(=O)=O)n2)c(-c2ccccc2)c1C#N	-0.54
Cc1ccc(Br)cc1[N+](=O)[O-]	-1.1
Nc1ccc2oc(-c3ccc(F)cc3)nc2c1	3.7*
COc1ccc(-n2nnnc2SCC(=O)O)cc1	-1.4
CC(C)(C)c1csc(Sc2ncccc2[N+](=O)[O-])n1	-0.9
NC(=O)c1c(/N=C/c2ccccc2Cl)sc2c1CCCC2	-1.5
CCOC(=O)c1c(-c2ccccc2)csc1N	0.77
COc1ccc(Nc2ncnc(N)n2)cc1	1.1
Fc1ccc(C2=NNC3=NCCN3C2)cc1F	-0.79
CCOC(=O)c1cc(C)nn1C(=O)c1ccc(C)cc1	8.2
N#CCCCN(Cc1ccccc1)Cc1ccccc1	-0.07
CCOC(=O)C1C2C=CC3(CN(Cc4ccccc4)C(=O)C13)O2 (configuration not stated)	2.6
CCCOC(=O)CSC1=C(C#N)C(c2ccc(C)cc2)CC(=O)N1 (configuration not stated)	2.2
N#Cc1nc(COc2ccc(F)cc2)oc1N1CCOCC1	1.4
O=C(Oc1ccc(NC2=NS(=O)(=O)c3ccccc32)cc1)c1cccs1	1.4

Retrieved one by one from the entries so far (two):
SMILES	Dicer inh
NC(=O)c1c(/N=C/c2ccccc2Cl)sc2c1CCCC2	-1.5
COc1ccc(Nc2ncnc(N)n2)cc1	1.1

Later entries.
SMILES	Dicer inh
N#Cc1ncoc1-c1ccc(Cl)cc1	2.4
O=C(COC(=O)c1cc(Cl)ccc1O)c1ccc(-c2ccccc2)cc1	6.1*
COC(=O)c1cc(S(=O)(=O)Nc2nn(C)c3ccccc23)oc1C	1.3
CC(CC(=O)Nc1ccc(Cl)cc1)S(=O)(=O)c1ccc(Cl)cc1 (configuration not stated)	-0.75
CC(C)C(=O)Nc1c(C(=O)c2ccc(Br)cc2)oc2ccccc12	-0.11
Cc1nc(-c2ccc(S(=O)(=O)N3CCCN(C(=O)OC(C)(C)C)CC3)s2)cs1	-1.2
CCSC1=C(C#N)C(=O)NC(c2ccc(O)cc2)S1 (configuration not stated)	1.5
CC(=O)N1N=C(c2ccc(Br)cc2)OC1c1ccc(F)cc1 (configuration not stated)	3.2*
CCOC(=O)c1c(/C=C2\C(=O)Nc3ccccc32)c(C)n(Cc2cccs2)c1C	-2.6
O=c1cc(C(F)(F)F)nc2c(-c3ccccc3)c(C(F)(F)F)[nH]n12	-0.67
Cc1[nH]n(-c2nc3ccccc3[nH]2)c(=O)c1C1OC(=O)c2ccccc21 (configuration not stated)	3.8*
CC(C)(C)C(=O)ON=C(c1ccc(F)cc1)c1ccc(F)cc1	0.17
COc1ccc(CNCc2ccc(Br)cc2)c(OC)c1	0.88
COC(=O)CC1Oc2ccc(Cl)cc2-n2cc(-c3ccc(C)cc3)nc21 (configuration not stated)	-0.8
N=c1scc(-c2ccc(Cl)cc2)n1-c1cc(Cl)c(Cl)cc1Cl	0.98

Assay outcomes: PubChem BioAssay, Center for Chemical Genomics, University of Michigan
